Screens (PubChem)
APE1 inh: blocks human APE1 abasic DNA cleavage; P27695; recombinant APE1, TAMRA/BHQ-2 abasic DNA cleavage fluorescence; Potency, µM (highest dose often 65.8 µM), for inactives: at the highest dose activity change, negative = inhibition, usual class: inhibitors; hit rate 0.35% among 350,000; AID 2517;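 further: potency means the concentration at half of the fitted maximal effect; plate controls were vehicle for no effect and reference inhibitor for full effect; nearly all actives have a fitted effect of over 55% in size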
Target sequence (P27695 whole entry, looked up): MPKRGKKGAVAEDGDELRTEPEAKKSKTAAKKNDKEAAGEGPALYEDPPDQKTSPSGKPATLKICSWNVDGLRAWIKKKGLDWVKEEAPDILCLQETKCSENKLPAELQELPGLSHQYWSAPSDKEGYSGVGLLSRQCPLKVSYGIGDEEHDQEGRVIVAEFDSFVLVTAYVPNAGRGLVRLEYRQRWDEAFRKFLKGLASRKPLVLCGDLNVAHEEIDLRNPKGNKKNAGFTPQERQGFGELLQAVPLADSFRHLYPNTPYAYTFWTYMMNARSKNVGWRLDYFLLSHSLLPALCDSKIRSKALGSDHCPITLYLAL
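Substrate: short duplex with […] THF abasic site, 5'-TAMRA and 3'-BHQ-2, 50 nM final. APE1 at 0.75 nM, preincubated 15 min RT with compound. Fluorescence increase from first to third read measured activity.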
Glioma ERSR ind: induces the endoplasmic reticulum stress response in human glioma cells; AID 602332; Potency, µM, without a hit: at the top dose activation, actives largely listed as activators; hit rate 0.02% among 420,000; U87-MG GRP78 promoter luciferase reporter, 16 h; further: potency means the concentration at half of the fitted maximal effect; series mostly up to about 76 µM; % of control where 0% means no effect; nearly all actives have a fitted effect of over 35% in size
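Stably transfected U87-MG glioma cells carrying a GRP78-based luciferase sensor; 16 h compound incubation. Luminescence end-point read 10 min after Bright-Glo addition at room temperature.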
POLH inh: DNA polymerase eta (human) inhibition; recombinant Pol eta, fluorescent DNA replication assay; Potency, µM (titrated, usually from 114 µM), inactives show top-dose activity change, negative = inhibition, most hits filed as inhibitors; hit rate 1.2% among 390,000; AID 588591; further: potency means the concentration at half of the fitted maximal effect; on the % scale 0 is the no-effect control and ±100 the full control effect
Target sequence (Q9Y253 whole entry, looked up): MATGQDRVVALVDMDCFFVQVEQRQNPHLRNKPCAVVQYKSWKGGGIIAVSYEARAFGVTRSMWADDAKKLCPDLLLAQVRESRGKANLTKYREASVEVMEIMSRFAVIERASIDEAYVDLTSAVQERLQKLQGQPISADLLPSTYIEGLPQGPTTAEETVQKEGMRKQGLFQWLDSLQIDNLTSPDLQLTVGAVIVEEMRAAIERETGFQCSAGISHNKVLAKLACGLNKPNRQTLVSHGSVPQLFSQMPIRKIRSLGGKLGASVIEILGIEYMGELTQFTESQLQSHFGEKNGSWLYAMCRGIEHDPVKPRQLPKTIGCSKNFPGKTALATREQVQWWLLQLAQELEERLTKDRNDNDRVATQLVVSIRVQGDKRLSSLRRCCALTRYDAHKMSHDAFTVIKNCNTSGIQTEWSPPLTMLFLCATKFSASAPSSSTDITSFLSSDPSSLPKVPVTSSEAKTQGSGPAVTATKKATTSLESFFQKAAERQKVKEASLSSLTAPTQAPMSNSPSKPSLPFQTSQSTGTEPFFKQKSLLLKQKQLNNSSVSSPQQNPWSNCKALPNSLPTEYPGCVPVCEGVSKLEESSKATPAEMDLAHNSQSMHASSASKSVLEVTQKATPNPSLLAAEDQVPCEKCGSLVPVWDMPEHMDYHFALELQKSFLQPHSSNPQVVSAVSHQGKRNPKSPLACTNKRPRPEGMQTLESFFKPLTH
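Fluorescent replication assay: 50 nM final substrate added after a 15 min room-temperature compound preincubation with 10 nM enzyme. Signal taken at 0 min and again at 10 min.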
LDHA block: blocks human lactate dehydrogenase A; purified LDHA, NADH/diaphorase-resazurin fluorescence; stronger effect = lower value; activity change, % (values are at about 110 or 230 µM); hit rate 0.15% among 480,000; AID 1347041; in the data active means activity change below about -30%; inconclusive means mostly about -25% to -30%;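 further: plate controls were DMSO wells for no effect and wells without enzyme for full effect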
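Human LDH5 (2 nM) was incubated with 0.06 mM NADH and 0.2 mM pyruvate for 5 min at room temperature in Tris pH 7.4. Remaining NADH was coupled through diaphorase/resazurin, and resorufin fluorescence was read at 0 and 20 min.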
POLK inh: blocks human DNA polymerase kappa activity; Potency, µM (top dose mostly 107 µM), inactives show at the highest dose activity, negative = inhibition, usual class: inhibitors; Q9UBT6; purified Pol kappa, fluorescent DNA synthesis assay, 10 min; hit rate 0.53% among 400,000; further: potency means the concentration at half of the fitted maximal effect; on the % scale 0 is the no-effect control and ±100 the full control effect
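Inhibition of 10 nM Pol kappa is measured by a fluorescent read-out at 0 and 10 min following addition of 50 nM substrate (final), with a 15-min room-temperature compound preincubation.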
POLB inh: blocks human DNA polymerase beta activity. Pol beta primer extension/strand displacement, fluorescence kinetic. Potency, µM (highest dose often 114 µM), for the others: at the top dose activity change, negative = inhibition, usual class: inhibitors. hit rate 1.3% among 340,000. AID 485314. P06746; further: potency means the concentration at half of the fitted maximal effect; on the % scale 0 is the no-effect control and ±100 the full control effect
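10 nM enzyme + cpd, 15 min RT; start with substrate 50 nM final; read 0 min and after 10 min RT. Corrected, normalized data; 4-parameter Hill curve fit.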
BLM helicase inh: blocks DNA unwinding by human BLM helicase | recombinant BLM DNA unwinding, fluorescence dequenching | P54132 | hit rate 0.2% among 350,000 | Potency, µM (top dose mostly 56.1 µM), for the others: at the highest dose activity change, negative = inhibition, usual class: inhibitors;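 further: potency means the concentration at half of the fitted maximal effect; plate controls were vehicle for no effect and no enzyme for full effect; nearly all actives have a fitted effect of over 35% in size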
Pol iota inh: inhibitors of human DNA polymerase iota; Q9UNA4; Pol iota fluorescent replication assay, 10 min; Potency, µM (series often up to 115 µM), for inactives: at the highest dose activity, negative = inhibition, hits mostly inhibitors; hit rate 1% among 390,000; AID 588590; further: potency means the concentration at half of the fitted maximal effect
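Fluorescent replication assay read twice, at 0 min and 10 min after adding 50 nM (final) substrate. Enzyme (10 nM) and compounds were first incubated 15 min at room temperature; enzyme-free buffer wells were negative controls.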
Anesthetic bind: binds horse apoferritin like a general anesthetic | apoferritin/1-aminoanthracene competitive binding, fluorescence | Potency, µM (doses to about 77.5 µM), inactives show top-dose activity change, negative = displacement, most hits filed as inhibitors | hit rate 0.074% among 350,000; further: potency means the concentration at half of the fitted maximal effect; on the % scale 0 is the no-effect control and ±100 the full control effect; nearly all actives have a fitted effect of over 20% in size
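10 uM apoferritin + 50% sat. 1-AMA, PBS; cpd 10 min RT; Ex380/Em535 endpoint; normalized to free probe vs complex; 4-param Hill fit; propofol titration as pos. ctrl.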
Starred values were filed as active, the others as inactive; ? = inconclusive; . = no result given; & = joins results of further samples; [ ] = dose if it differs, or a comment. Unless noted, the call rests on the fitted dose curve; in most records, active means well fitted curve in the direction sought with a large enough effect; inconclusive means small, poorly fitted or top-dose-only effect, or another doubt; inactive means no such curve, though single readings can be large; an effect the other way counts as inactive or inconclusive.

Below each compound: APE1 inh | Glioma ERSR ind | POLH inh | LDHA block | POLK inh | POLB inh | BLM helicase inh | Pol iota inh | Anesthetic bind
- COc1ccc(CN2CCN(C(=O)c3cccnc3)CC2)cc1Br
→ -4.1% | -3.5% | -6.4% | -14.2 | 3.8% | 26.3% | 0.9% | 42.5%[activator] | -11.7%
- CCN(CC)S(=O)(=O)N1CCC(C(=O)NCCC2=CCCCC2)CC1
→ 0.2% | 2.5% | -21.6% | -0.4 | -9.5% | -0.1% | -8.7% | 17.9% | -8.7%
- O=C(Oc1cccnc1)c1cc(S(=O)(=O)N2CCCCC2)ccc1Cl
→ -3.5% | -1.2% | 1.4% | -5.6 | 0.0% | 0.6% | -2.8% | 24.2% | -7.8%
- O=[N+]([O-])c1cc([N+](=O)[O-])c(Oc2cc(F)cc(F)c2)cc1NN1CCCCC1
→ -5.9% | -6.7% | -6.3% | -1.2 | -4.2% | . | . | 1.9% | .
- CC(C)c1ccc2c(c1)C(c1ccc(N3CCOCC3)cc1)=NNC(c1cccs1)=N2
→ -8.7% | 12.9% | -16.1% | 2.9 | -3.2% | 32.7%[activator] | -6.1% | -14.6% | -20.3%
- CC1=C(C)CC(C(=O)NC2CCCC2)C(C(=O)O)C1 (stereo unspecified)
→ 6.0% | -4.3% | -8.6% | -0.4 | 13.0% | -10.7% | 2.5% | 1.7% | -3.8%
- O=Cc1ccc(-c2nc3ccccc3s2)o1
→ 2.2% | -6.4% | -6.6% | -2.6 | -11.8% | -21.8% | 2.2% | 28.6% | -3.7%
- O=C(Nc1ccc(F)c([N+](=O)[O-])c1)C1CC(=O)N(Cc2ccccc2)C1 (stereo unspecified)
→ -5.1% | 0.2% | -15.6% | 2.7 | 6.9% | -9.0% | -0.5% | 9.8% | -16.2%
- COc1ccccc1N1CCN(C(=O)c2cc(-c3ccco3)on2)CC1
→ 2.7% | 0.4% | -9.2% | -1.9 | -28.4% | -2.4% | -0.8% | ? | ?
- O=[N+]([O-])c1cccc(NC(=S)N2CCc3ccccc3C2)c1
→ -5.4% | 4.9% | -7.6% | 0.0 | -11.8% | -21.2% | -10.1% | 3.8% | -19.7%
- Cc1ccc(-c2cc(C(=O)N/N=C/c3c(C)nn(-c4ccccc4)c3C)[nH]n2)cc1
→ -1.5% | . | . | . | . | ? | -9.8% | . | -18.3%
- Cc1ccc(NC(=O)C2CCN(C(=O)c3sc4nc[nH]c(=O)c4c3C)CC2)cc1F
→ . | 3.4% | -15.2% | -6.0 | -5.4%[60.1 µM] | 0.3% | -1.4% | 14.1% | -0.3%
- COc1cccc(CC2(CO)CCCN(C/C=C/c3ccccc3OC)C2)c1 (stereo unspecified)
→ -3.2% | -3.6% | -7.7% | -4.1 | -3.8% | -1.3% | 5.0% | 21.5% | -12.9%
- Cc1nc(/N=C\N(C)C)sc1C(=O)Nc1ccccc1
→ 6.5% | 5.4% | -6.3% | -2.8 | 8.6% | 0.5% | 1.4% | 1.1% | 3.8%
- O=C(NCc1ccccc1C(F)(F)F)c1cccc2c1C(=O)c1ccc(N3CCOCC3)cc1S2(=O)=O
→ -4.0% | -5.1% | ? | -16.7 | -2.9% | . | . | ? | .
- NS(=O)(=O)c1ccc(NNC(=O)c2ccccc2C(=O)O)cc1
→ 3.2% | 1.5% | -18.6% | 2.5 | 2.7% | 6.7% | 1.6% | 38.4% | 2.1%
- Cc1ccccc1NC(=O)Cn1cc(C(=O)C2CC2)c2ccccc21
→ 0.1% | -2.7% | -1.7% | 0.3 | -9.4% | ? | -7.1% | ? | 2.5%
- Cc1oc(C(=O)O)cc1COc1cccc2cccnc12
→ ? | -2.4% | 8.91µM* | 11.5 | ? | 10µM* | -1.6% | 10µM* | -9.2%
- Cc1nc(N2CCOCC2)nc(N2CCN(c3ccccc3)CC2)c1[N+](=O)[O-]
→ 2.0% | -4.2% | -3.4% | -5.8 | -3.9% | 7.0% | -1.5% | -1.5% | -5.5%
- Cc1ccc(-n2c(SCC(=O)Nc3cccc(C)c3)nc3c(oc4ccccc43)c2=O)cc1
→ -0.1% | 0.1% | -15.7% | 2.7 | 6.5% | 4.8%&-1.7% | -2.7%&1.5% | 26.0% | -10.4%&-12.1%

Entries from the list above with a COOH group:
Below each compound: APE1 inh | Glioma ERSR ind | POLH inh | LDHA block | POLK inh | POLB inh | BLM helicase inh | Pol iota inh | Anesthetic bind
- CC1=C(C)CC(C(=O)NC2CCCC2)C(C(=O)O)C1 (stereo unspecified)
→ 6.0% | -4.3% | -8.6% | -0.4 | 13.0% | -10.7% | 2.5% | 1.7% | -3.8%
- NS(=O)(=O)c1ccc(NNC(=O)c2ccccc2C(=O)O)cc1
→ 3.2% | 1.5% | -18.6% | 2.5 | 2.7% | 6.7% | 1.6% | 38.4% | 2.1%
- Cc1oc(C(=O)O)cc1COc1cccc2cccnc12
→ ? | -2.4% | 8.91µM* | 11.5 | ? | 10µM* | -1.6% | 10µM* | -9.2%

The list goes on.
Below each compound: APE1 inh | Glioma ERSR ind | POLH inh | LDHA block | POLK inh | POLB inh | BLM helicase inh | Pol iota inh | Anesthetic bind
- CN(C)/C=N/C(=S)Nc1ccc(Cl)c(Cl)c1
→ -1.4% | 7.2% | -9.7% | 2.5 | 6.7% | -4.1% | -6.9% | 47.8%[activator] | ?
- O=S1(=O)CCC(NS(=O)(=O)/C=C/c2ccccc2)C1 (stereo unspecified)
→ -3.1% | -2.5% | -5.2% | -3.4 | 3.5% | -1.1% | 1.2% | -3.6%[58.9 µM] | 0.5%
- CCn1nnnc1SCC(=O)Nc1ccc(F)cc1
→ 11.2% | 0.3% | 6.7% | -4.0 | -11.7% | 24.8% | 1.3% | 2.0% | 2.4%
- Cc1ccc2oc(=O)c3cnn(CC(=O)NCCN(C)C)c3c2c1
→ 0.5% | -4.0% | 0.3% | -3.3 | 0.1% | 1.1% | -10.3% | -0.4% | 2.8%
- O=C(COc1cccc2c1CCN(Cc1ccc(Br)cc1)C2=O)NCc1ccco1
→ 16.2% | -3.4% | ? | -4.9 | -30.8% | -18.3% | -17.9% | 15.8% | -9.2%
- COCCCNC(=O)c1cc(-c2cccnc2)nc2ccc(S(=O)(=O)N3CCCCCC3)cc12
→ -10.7% | -6.0% | 20.8% | -4.7 | -24.4% | 3.0% | 1.3% | 37.0%[activator] | -1.9%
- O=Nc1c(O)n(Cc2cccc(Cl)c2)c2ccccc12
→ 1.8% | -7.7% | -15.6% | 5.2 | -13.2% | 12.3% | -5.6% | 18.8% | ?
- CS(=O)(=O)N1CCC2(CC1)CN(C(=O)Nc1ccccc1)C2
→ 3.3% | -3.7% | . | . | 9.3%[60.1 µM] | . | 1.1% | . | .
- Cc1ccccc1C(=O)Nc1ccc(C(=O)NNC(=O)CCCOc2ccc(Cl)cc2Cl)cc1
→ -4.3% | -9.5% | -5.9% | -13.6 | -7.8% | ? | -15.9% | ? | -4.4%
- Cc1ccc(-c2nn(-c3ccccc3)c3[nH]c(=O)c(CNCCN(C)C)cc23)cc1
→ ? | . | . | . | . | 14.5% | -4.1% | . | -12.9%
- CC(C)C(O)(C#CCN1CCCCC1)C(C)C
→ -0.3% | 1.7% | -11.6% | -3.8 | -12.8% | -1.9%[57.1 µM] | 0.4% | 7.5% | -2.1%
- CCCCn1c(N)c(N(CCOC)C(=O)c2cccc(N3C(=O)c4ccccc4C3=O)c2)c(=O)[nH]c1=O
→ -9.7% | -1.7% | -4.9% | 0.5 | -12.7% | . | . | 19.5% | .
- COc1ccccc1NC(=O)CSc1nc(=O)n(CCN(C)C)c2c1CCCC2
→ -4.8% | -4.7% | -10.6% | -4.0 | -7.8% | . | . | -16.2% | .
- CN1C(=O)[C@H]2[C@@H](c3ccc(F)cc3)N3C(=O)c4ccccc4NC(=O)[C@@]3(C)[C@H]2C1=O
→ 37.1% | 3.5% | -7.1% | -5.4 | 0.5% | 10.5% | -0.7% | -11.7% | 1.4%
- CCC(=O)N1CCc2cc(S(=O)(=O)CCC(=O)Nc3ccc(CC)cc3)ccc21
→ -5.6% | -4.0% | -12.3% | -9.4 | -8.4% | 0.6% | -1.5% | 26.0% | -7.0%
- CCN(CC)S(=O)(=O)c1ccc2oc(C(=O)NC(C)C)c(C)c2c1
→ 5.9% | -3.0% | 3.5% | -12.6 | -3.1% | 6.7% | -4.0% | 22.1% | -5.4%
- COc1ccc(S(=O)(=O)N2CCCCCC2)cc1NC(=O)Cc1cc(OC)c(OC)c(OC)c1
→ ? | -5.1% | -22.9% | 3.4 | -13.6% | -0.4% | -8.1% | 25.4% | -14.8%
- CCN1C(=O)[C@H]2[C@@H](c3ccc(-c4ccccc4)cc3)N[C@@](Cc3ccccc3)(C(=O)OC)[C@H]2C1=O
→ 0.1% | -0.9% | -6.1% | 0.9 | 5.2% | . | . | 29.6% | .
- Cc1c(Cl)cccc1N1CC(C)(C)C1=O
→ -3.6% | -7.6% | -5.1% | -6.0 | -5.4% | 31.0% | -0.4% | 58.8%[activator] | ?
- Cc1ccc(S(=O)(=O)N2CCOCC2)cc1C(=O)NC(=S)N(Cc1ccccc1)C(C)C
→ -0.5% | -3.0% | -21.0% | -1.0 | -10.0% | 0.6% | 0.6% | 42.9%[activator] | -5.0%
- COc1cc(NC(=S)Nc2ccc(OC(F)F)cc2)cc(OC)c1
→ -2.5% | 1.7% | -10.5% | -1.9 | -10.9% | -15.8% | -12.0% | -8.2% | -20.2%
- Cn1nc(CC(=O)NCCN2C(=O)CSC2=O)c2ccccc2c1=O
→ -9.6% | -2.8% | -16.5% | -7.5 | -11.1% | 3.3% | -0.9% | 10.0% | -4.5%
- Nc1nnn(CC(=O)N/N=C/c2cn[nH]c2-c2ccccc2)n1
→ -5.4% | 5.7% | -3.8% | -0.9 | -19.0% | -9.0% | 0.3% | ? | 1.1%

An excerpt, so the mix of outcomes need not match the whole.
